Source: PubChem BioAssay
MKP-3 inhibition = MKP-3 phosphatase inhibitors, primary screen, biochemical, rat enzyme, in vitro (AID 425); Dual specificity protein phosphatase 6 (Rattus norvegicus); recombinant MKP-3 phosphatase activity, fluorescence; higher % means a stronger effect; inhibition, % at 20 µM, or IC50 in µM where a hit was titrated; hit rate 0.17% among 110,000; in the data active means inhibition above about 50%;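 further: plate controls were vehicle for no effect and reference inhibitor for full effect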
Hsp70 displacement = Hsp70 inhibitors, probe displacement, primary screen, biochemical, fluorescence polarization (AID 583). Heat shock 70 kDa protein 1A (Homo sapiens). Hsp70 fluorescence polarization probe displacement, mP; higher % means a stronger effect. displacement, % at 20 µM; hits with a dose series show IC50 in µM. hit rate 0.06% among 140,000; in the data active means displacement above about 50%;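 further: plate controls were vehicle for no effect and reference ligand for full effect; a part of the inactive calls stands beside numbers as strong as those of hits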
* = called active by the depositor; · = not tested or not shown; & = joins results of further samples. The list is partial; rates above refer to the full screens.

| SMILES | MKP-3 inhibition | Hsp70 displacement |
| --- | --- | --- |
| COc1ccccc1NC(=O)COc1ccc(C=C2C(=O)NC(=O)NC2=O)cc1 | -1% | 2.3% |
| O=C(c1noc2c1CCCC2)N1CCN(c2ccccc2)CC1 | 3% | -1.3% |
| C[C@H](C(=O)O)c1n[nH]c(=O)c2ccccc12 | -1% | -0.1% |
| Cc1cc(-c2ccc(NC(=O)c3cccnc3)c(C)c2)ccc1NC(=O)c1cccnc1 | 1% | -1.0% |
| O=C1/C(=C\c2cccc(O)c2)SC(=S)N1c1cccc(C(F)(F)F)c1 | 1% | -0.4% |
| O=C1C2C3c4ccccc4C(CO)(c4ccccc43)C2C(=O)N1c1ccc(Cl)c(Cl)c1 (configuration not stated) | 0% | 2.1% |
| COCCn1c(SCCN2CCOCC2)nc2c1c(=O)[nH]c(=O)n2C | -1% | -3.3% |
| COC(=O)C1=C(C)NC(C)=C(C(=O)OC)C1c1ccc(C)o1 | 1% | 7.2% |
| CCC(=O)N1CCN(c2ccc(NC(=O)c3c(F)c(F)c(OC)c(F)c3F)cc2)CC1 | · | -0.5% |
| CCOC(=O)c1ccc(N2NC(=O)/C(=C/c3cc(Br)ccc3O)C2=O)cc1 | -2% | 2.2% |
| COc1cc(/C=c2\sc3nc4c(C)cc(C)cc4n3c2=O)cc(Br)c1O | 0% | -38% |
| COc1ccc(NC(=O)CN(C2CCCCC2)S(C)(=O)=O)cc1Cl | · | -3.8% |
| COc1cc(C2NC(C(=O)O)Cc3c2[nH]c2ccccc32)cc(OC)c1OC (configuration not stated) | · | -0.2% |
| COc1cc(C(=O)Nc2ccc(S(=O)(=O)Nc3ncccn3)cc2)cc(OC)c1OC | 1% | 3.7% |
| Cc1cc(O)c(C(C)C)cc1NC(=O)Cn1nc(C)c2ccccc2c1=O | 5% | 0.2% |
| COc1ccc(-c2nc3cc(NC(=O)COc4ccc(Br)cc4)ccc3o2)cc1 | 8% | -1.1% |
| Cc1cccc(NC(=O)/C=C/c2ccc(Cl)cc2)c1 | -4% | 3.7% |
| COC(=O)COC(=O)c1c(Cl)ccc(Cl)c1OC | 2% | 4.0% |
| COc1ccc(S(=O)(=O)CCC(=O)NCCc2ccc(S(N)(=O)=O)cc2)cc1 | 2% | 2.2% |
| Cc1cccc(C)c1Nc1nnc(SCC(=O)NCc2ccco2)s1 | -4% | 2.2% |
| O=C(COc1ccc(Cl)cc1)NCc1nnc(SCC(=O)Nc2ccc3c(c2)OCCO3)o1 | -14% | 0.2% |
| Cc1cccc2cc(CN(CCN3CCOCC3)C(=O)NCc3ccccc3)c(=O)[nH]c12 | -10% | -7.0% |
| Cc1cc(C)c2nc3s/c(=C\c4ccc(N(C)C)cc4)c(=O)n3c2c1 | -1% | -190% |
| Cn1c2c(c(=O)n(C)c1=O)C(c1cc3c(cc1Br)OCO3)CC(=O)N2 (configuration not stated) | 4% | -0.2% |
| CC(=O)N1CN(C2CCS(=O)(=O)C2)Cc2c1sc1c2CCCC1 (configuration not stated) | -2% | 21% |
| O=C(c1ccc2nccnc2c1)N1CCN(Cc2ccc3c(c2)OCO3)CC1 | -5% | -0.6% |
| c1csc(CNc2ncnc3nc[nH]c23)c1 | -2% | 2.2% |
| O=C(O)C1CCCCC1C(=O)NCCc1ccc(F)cc1 (configuration not stated) | 0% | 0.4% |
| Cc1ccccc1N(CC(=O)O)S(=O)(=O)c1ccccc1 | 3% | -5.3% |
| O=C1NN(c2ccccc2)C(=O)/C1=C\c1ccc(Cl)cc1 | 1% | 0.9% |

The last 2 records of the section above lead into the next:
| SMILES | MKP-3 inhibition | Hsp70 displacement |
| --- | --- | --- |
| Cc1ccccc1N(CC(=O)O)S(=O)(=O)c1ccccc1 | 3% | -5.3% |
| O=C1NN(c2ccccc2)C(=O)/C1=C\c1ccc(Cl)cc1 | 1% | 0.9% |
| CN(C)CCCN1C(=O)C(=O)/C(=C(/O)c2ccc(S(=O)(=O)N(C)C)cc2)C1c1ccncc1 (configuration not stated) | 3% | 2.1% |
| COc1cccc(CNc2ccc3c(c2)CCC3)c1OC | 1% | 4.5% |
| Cc1ccc(OC(=O)COc2ccccc2)c(-n2nc3ccccc3n2)c1 | · | 4.3% |
| CCC(C(=O)OC)n1cnc2c(cnn2-c2ccc(Cl)cc2)c1=O (configuration not stated) | -11% | 2.0% |
| COc1ccc(N2CCN(c3nc4c(c(=O)n(C)c(=O)n4C)n3CCCc3ccccc3)CC2)cc1 | -11% | -1.9% |
| O=C(N/N=C/c1ccccc1O)c1c[nH]c2ccccc12 | 0% | -1.1% |
| O=C(NCc1ccccc1F)c1ccc2c(c1)OCO2 | · | 3.2% |
| COc1cc(/C=N\NC(=O)CNc2ccc(C)cc2)ccc1OCc1ccccc1 | 0% | -6.9% |
| CCOC(=O)c1c(-c2ccc(C)cc2)csc1NC(=O)C1CC1 | 2% | 4.2% |
| CC(C)(C)NC(=O)Cn1nnc(-c2cccs2)n1 | -7% | -1.8% |
| O=C(CCN1C(=O)c2ccccc2C1=O)N1CCN(Cc2ccccc2)CC1 | 1% | -4.7% |
| CC(=O)OCCCNc1cc(N2CCCC2)ccc1[N+](=O)[O-] | 3% | -1.3% |
| CCOc1ccccc1C(=O)N(C)Cc1cc2cc(OC)ccc2[nH]c1=O | -2% | 4.8% |
| COc1ccccc1OCC(=O)c1[nH]c(C)c(C(C)=O)c1C | -10% | 2.2% |
| Cc1ccc(C)c2[nH]c(=O)c(CN(Cc3nnnn3C3CCCCC3)CC3CCCO3)cc12 (configuration not stated) | -14% | -2.7% |
| COc1ccc(NC(=O)c2ccc(Oc3ccc(C(=O)Nc4ccc(OC)cc4)cc3)cc2)cc1 | 1% | -1.4% |
| O=C(NNC(=O)C12CC3CC(CC(C3)C1)C2)c1ccco1 | 1% | 2.5% |
| Cc1ccc(C(=O)Nc2nc3c(s2)CCCC3)o1 | -4% | 2.2% |
| O=C(O)c1cc(-c2cccnc2)nc2ccc(Br)cc12 | 2% | -1.2% |
| O=C(Nc1ccc2nc3n(c(=O)c2c1)CCCCC3)c1ccccn1 | -3% | 4.8% |
| Cc1ccc(C(=O)Oc2ccc(C=C3C(=O)NC(=O)NC3=O)cc2)cc1 | 8% | -17% |
| O=C1C(Cl)=C(Nc2ccc(F)cc2)C(=O)N1c1ccc(Br)cc1 | 1% | 0.3% |
| O=C(Cc1cn2ccsc2n1)NCCc1ccc(F)cc1 | -9% | -2.9% |
| Cc1ccc2nc(-c3cccc(N)c3)oc2c1 | · | 1.5% |
| CCc1ccc(OCC(=O)NCCN(C)C)c(Br)c1 | -12% | 1.0% |
| Cc1ccc(-n2nnnc2-c2ccco2)cc1 | · | 4.6% |
| CCOC(=O)c1ccc(NC(=O)CSc2nnc(-c3cccs3)n2C)cc1 | -7% | -6.5% |
| O=C(/C=C/c1ccc(-c2ccc(Cl)cc2Cl)o1)NCCCN1CCOCC1 | 3% | -4.8% |
| [O-][n+]1c2ccc3nonc3c2nn1-c1ccccc1Cl | -7% | -6.2% |
| CC(C)=CCCC(C)CN(C)CCc1ccccn1 (configuration not stated) | -10% | 1.3% |

Single values from the list.
CC(C)=CCCC(C)CN(C)CCc1ccccn1 (configuration not stated) in MKP-3 inhibition shows -10%
O=C(O)c1cc(-c2cccnc2)nc2ccc(Br)cc12 in MKP-3 inhibition shows 2%
[O-][n+]1c2ccc3nonc3c2nn1-c1ccccc1Cl in Hsp70 displacement shows -6.2%

(further entries)
| SMILES | MKP-3 inhibition | Hsp70 displacement |
| --- | --- | --- |
| COc1ccc(C2/C(=C(/O)c3ccccc3)C(=O)C(=O)N2c2cccc(C(F)(F)F)c2)cc1OC (configuration not stated) | 1% | -3.6% |
| CC(C)CCCC(C)NS(=O)(=O)Cc1ccccc1 (configuration not stated) | · | -4.3% |
| C=C(C)c1cccc(C(C)(C)NC(=O)NCC2CCCO2)c1 (configuration not stated) | 0% | 1.7% |
| Oc1c(N=Nc2ccc(I)cc2)sc2ccccc12 | 5% | -2.8% |
| CCOC(=O)c1ccc(-c2ccc(/C=C3\Sc4ccccc4C3=O)o2)cc1 | 0% | -21% |
| COC(=O)c1sccc1NC(=O)c1csc(C)c1 | -6% | 2.4% |
| Nc1c(C(=O)c2ccccc2)sc(Nc2ccccc2)c1S(=O)(=O)c1ccccc1 | · | -6.1% |
| CCN(CC)C(=O)CSc1nnc(-c2ccco2)n1N | · | -3.1% |
| O=C(O)CSCC(=O)Nc1ccccc1 | · | -4.6% |
| COc1ccc(CNC(=O)COC(=O)c2n[nH]c3ccccc23)cc1 | -14% | -0.2% |
| NC(=O)C1CCN(C(=O)CSc2nc3c(c(-c4ccccc4)n2)CCCC3)CC1 | -12% | -4.8% |
| CCc1ccc(-c2nc(-c3ccc(F)cc3)no2)cc1 | 1% | -2.2% |
| CN(Cc1cccs1)S(=O)(=O)c1cccs1 | -2% | -3.9% |
| Cc1ccc(CN2C(=O)CCC2(C)C(=O)NCc2cccnc2)cc1 (configuration not stated) | · | 2.0% |
| O=C1C2C3C=CC(C3)C2C(=O)N1/N=C/c1cccc(I)c1 (configuration not stated) | 5% | -6.0% |

Profiles as entered above. Order of values: MKP-3 inhibition, Hsp70 displacement
Record of `COc1ccc(C2/C(=C(/O)c3ccccc3)C(=O)C(=O)N2c2cccc(C(F)(F)F)c2)cc1OC` (configuration not stated) = 1%, -3.6%
Record of `Cc1ccc(CN2C(=O)CCC2(C)C(=O)NCc2cccnc2)cc1` (configuration not stated) = ·, 2.0%
Record of `CC(C)CCCC(C)NS(=O)(=O)Cc1ccccc1` (configuration not stated) = ·, -4.3%

(more compounds)
| SMILES | MKP-3 inhibition | Hsp70 displacement |
| --- | --- | --- |
| O=C(Nc1ccc(Br)cn1)Nc1ccccc1Cl | 4% | 2.6% |
| O=C(O)c1ccc(OCc2occc2C(=O)O)cc1 | -6% | 0.3% |
| Cc1ccccc1Nc1nn2c(=O)c3ccccc3nc2s1 | -4% | -1.1% |
| COc1ccc(-c2cc(C(=O)NCc3ccc(F)cc3)c3ccccc3n2)cc1OC | 0% | 2.2% |
| CCCOC(=O)C1=C(C)NC2=C(C(=O)CC(c3ccccc3)C2)C1c1ccccc1Br (configuration not stated) | 3% | -2.5% |
| C=CCn1c(SCC(=O)NCC(=O)OCC)nnc1-c1ccccn1 | 0% | -0.5% |
| O=C(NCc1ccc(Cl)cc1)C(=O)Nc1ccc(F)cc1 | 0% | 2.5% |
| COc1ccc(N(CC(=O)NCC(C)C)S(C)(=O)=O)cc1Cl | 4% | -1.7% |
| O=C(COc1ccc(Cl)cc1)N1CCN(c2ncccn2)CC1 | -7% | -1.5% |
| Cc1ccc(-c2nc3cc(N)ccc3o2)c(C)c1 | -10% | -0.3% |
| Cc1c(C(=O)NCCc2ccccc2)oc2ccc(S(=O)(=O)N3CCC4(CC3)OCCO4)cc12 | 2% | · |
| O=C(COc1ccc(Cl)cc1Cl)Nc1ccc(O)c(-c2nc3ccccc3s2)c1 | -1% | -3.9% |
| CCOc1cccc2cc(-c3cn4cc(C)ccc4n3)c(=O)oc12 | 19% | -11% |
| O=C1c2cccnc2C(=O)N1Cc1ccco1 | -6% | -4.8% |
| Cc1ccc(Cn2c(=O)cc(C(=O)O)c3ccccc32)cc1 | -3% | -4.8% |
| CCOC(=O)c1ccc(NC(=O)CSc2nnc(Cc3cccs3)n2C)cc1 | -4% | 10% |
| CC(C)c1ccc(NC(=O)C(c2ccc3c(c2)OCO3)N2CCC3(CC2)OCCO3)cc1 (configuration not stated) | -3% | -2.7% |
| Cc1cccc(NC(=O)CSc2nc3ccccc3s2)c1C | 0% | 2.1% |
| CCOC(=O)c1cn(-c2ccc(F)c(F)c2)c2c(F)c(F)c(F)c(F)c2c1=O | 2% | -0.6% |
| CCOC(=O)c1sc(NC(=O)C2CC=CCC2C(=O)O)nc1C (configuration not stated) | -3% | 0.5% |
| CCOC(=O)c1ccc(NC(=S)NC(=O)c2ccc(Cl)cc2)cc1 | 4% | 1.1% |
| NNC(=O)c1ccc(-n2c(-c3ccccc3)ccc2-c2ccccc2)cc1 | 3% | -3.6% |
| O=C(Nc1nc(-c2cc3ccccc3oc2=O)cs1)c1ccc(Br)o1 | · | 4.8% |
| COc1ccc(C=C2C(=O)N(c3ccc(C)cc3)C(=S)N(c3ccc(C)cc3)C2=O)cc1C(=O)O | 2% | -24% |
| COc1ccc(CSC2=NCCN2)cc1Cl | 6% | 3.2% |
| O=C(c1cccnc1)N1N=C2CCCCCC2C1(O)C(F)(F)F (configuration not stated) | 1% | 3.7% |
| O=C(CSc1cn(Cc2ccccc2)c2ccccc12)Nc1nccs1 | -6% | · |
| CCOC(=O)C1=C(C)N=c2s/c(=C\c3ccc(O)c(OC)c3)c(=O)n2C1c1ccc(C)cc1 (configuration not stated) | -8% | -10% |
| C/C(=N\N=C\c1cccc([N+](=O)[O-])c1)C1C(=O)c2ccccc2C1=O | 0% | 8.8% |
| COc1ccc(Cl)c(NC(=O)Nc2c(C)n(-c3ccccc3)c(=O)n2C)c1 | -4% | 2.9% |
| COC(=O)c1c(-c2ccco2)csc1NC(=O)C1CC=CCC1C(=O)O (configuration not stated) | -10% | -2.9% |
| CCCC(C)C(=O)Nc1ccncc1 (configuration not stated) | · | 12% |
| Cc1nc(Nc2nc(-c3ccccc3)cc(=O)[nH]2)nc2c(C)cccc12 | -2% | -4.3% |
| COc1ccc(CN(Cc2cccnc2)S(=O)(=O)c2ccc(-n3cnnn3)c(C)c2)cc1OC | 3% | -4.9% |
| COc1ccccc1C(=O)N1CCN(C2CCN(Cc3ccccc3)CC2)CC1 | -6%&4% | -7.2%&-2.5% |
| O=C1c2ccccc2C(Nc2ccc3c(c2)OCCO3)N1Cc1ccccc1 (configuration not stated) | -7% | 8.8% |
| Cc1ccc(C)c(OCC(=O)Nc2nonc2NC(=O)COc2cc(C)ccc2C)c1 | -10% | -0.8% |
| O=C1NC2=C(C(=O)CCC2)C(c2ccc3ncccc3c2)N1 (configuration not stated) | -10% | -0.3% |
| COc1ccccc1N1CCN(C(=O)c2ccc(S(=O)(=O)N3CCCCC3)cc2)CC1 | -5% | 1.5% |
